# Compound activity from PubChem BioAssay.
# CHO-K1 Ca ag: M1 agonist counterscreen hit in parental CHO-K1 cells | Fluo-8 calcium fluorescence; scaled to maximal ATP response, vehicle zero | activation, % at 3 µM | hit rate 0.48% among 360,000; in the data active = activation above about 15%;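 also: untransfected CHO-K1 host cells lacking M1 receptor as counterscreen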
# CHO parental Ca: counter-screen: ATP calcium response change in parental CHO cells. parental CHO-K1, ATP-induced calcium, Fluo-8 fluorescence. AID 463079. hit rate 0.63% among 330,000. inhibition, % at 5.6 µM;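 active = inhibition above that plate's mean sample inhibition plus 3 SD, cut at about 26% in these data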;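 also: 0% = ATP-challenged DMSO wells and 100% = DMSO wells without ATP; some compounds past the cut are filed as inactive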
#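 Test system: untransfected parental CHO cell line. Compound: one dose, 5.6 µM nominal. Detection: intracellular calcium via Fluo-8 no-wash fluorescent dye. Measure: % inhibition. Benchmarks: ATP-challenged DMSO wells low, unchallenged DMSO wells high.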
# TAAR1 ag: human TAAR1 agonism. CHO RD-HGA16 TAAR1, Fluo-8 calcium fluorescence; vehicle wells 0%, saturating PEA agonist 100%. activation, % at 3 µM. hit rate 0.99% among 360,000;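 active = activation above the mean activation of all test compounds in the run plus 3 SD, cut at about 38% in these data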
# Target sequence (Q96RJ0 whole entry, looked up): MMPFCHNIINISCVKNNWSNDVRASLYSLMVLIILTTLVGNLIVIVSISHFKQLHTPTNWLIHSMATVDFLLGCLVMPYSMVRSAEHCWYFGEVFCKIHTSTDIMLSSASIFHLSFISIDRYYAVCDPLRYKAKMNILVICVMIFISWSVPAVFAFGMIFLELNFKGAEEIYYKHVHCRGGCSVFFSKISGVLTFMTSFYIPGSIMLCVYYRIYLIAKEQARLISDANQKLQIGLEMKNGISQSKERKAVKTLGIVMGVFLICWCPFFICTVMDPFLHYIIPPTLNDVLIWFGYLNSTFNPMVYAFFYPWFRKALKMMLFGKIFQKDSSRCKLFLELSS
#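 Test system: RD-HGA16 (CHO) cells co-expressing Gα16 and hTAAR1 / Benchmarks: DMSO vehicle as 0%, PEA at EC100 as 100% / Repeats: no replicates (n 1) / Measure: % activation from peak over basal fluorescence ratio, DMSO-to-PEA scaled / Timing: 17-24 h plating, Fluo-8 75 min 37 °C, 30 min RT / Technique: kinetic Fluo-8 calcium fluorescence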
# OXTR potentiator: human OXTR potentiation. CHO-OTR cells, Fluo-8 calcium fluorescence, potentiator mode; 0% = oxytocin EC15, 100% = EC100. hit rate 0.061% among 320,000. activation, % at 3 µM. P30559;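 active = activation above that plate's cutoff, the mean activation of tested compounds plus 3 SD, cut at about 6.6% in these data, passing the limit was not always enough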;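 also: 100% uses oxytocin at 75 nM as the full agonist control; some results filed as inactive read as strong as hits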
# Target sequence (P30559 whole entry, looked up): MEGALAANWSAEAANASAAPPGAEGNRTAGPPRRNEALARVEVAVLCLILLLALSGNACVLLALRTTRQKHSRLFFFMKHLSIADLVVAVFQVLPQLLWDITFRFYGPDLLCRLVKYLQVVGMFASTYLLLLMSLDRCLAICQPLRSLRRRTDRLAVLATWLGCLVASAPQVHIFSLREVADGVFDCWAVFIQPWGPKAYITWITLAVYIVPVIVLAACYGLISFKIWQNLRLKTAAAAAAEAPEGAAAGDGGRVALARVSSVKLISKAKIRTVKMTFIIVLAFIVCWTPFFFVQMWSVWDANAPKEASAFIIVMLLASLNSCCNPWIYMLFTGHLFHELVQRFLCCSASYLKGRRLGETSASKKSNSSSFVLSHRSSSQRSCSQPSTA
#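 Assay system: CHO cell line stably expressing human OTR. Reagent: EC15 oxytocin agonist. Dosing: single dose, 3.0 µM nominal final compound concentration. Timing: compound 6 min at room temperature before oxytocin, 100 s read. Signal: kinetic Fluo-8 calcium fluorescence. Controls: oxytocin EC15 low and EC100 high.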
# CHO-K1 Ca antag: nonselective inhibitor or artifact in parental CHO-K1 cells; AID 602250; inhibition, % at 3 µM; hit rate 0.6% among 360,000; ATP-induced calcium, Fluo-8 fluorescence;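 active = inhibition above a per-plate cutoff, the plate's mean sample inhibition plus 3 SD, cut at about 24% in these data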;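 also: 0% = DMSO plus EC80 ATP and 100% = DMSO alone without ATP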
# CHRM1 antagonist: human CHRM1 antagonism; CHO-K1 hM1, Fluo-8 calcium fluorescence, ACh EC80 antagonist; inhibition, % at 3 µM; hit rate 1.3% among 360,000;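 active = percent inhibition above its own plate's cutoff, namely the mean of that plate's compound wells plus 3 SD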;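 also: peak over basal fluorescence ratio during 140 s after agonist addition; 0% = ACh EC80 plus DMSO and 100% = DMSO alone without agonist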
# CHO-K1 Ca PAM: nonselective activator or artifact in parental CHO-K1 calcium assay | ATP EC20, Fluo-8 calcium fluorescence; 0% at ATP EC20, 100% at ATP max | activation, % at 3 µM | hit rate 0.02% among 360,000;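 active = activation above the run cutoff, the mean activation of all test compounds plus 3 SD, cut at about 40% in these data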;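 also: peak over basal fluorescence ratio in a 140 s read after ATP addition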
# TAAR1 antagonist: antagonists of human TAAR1 | CHO RD-HGA16 TAAR1, Fluo-8 calcium fluorescence, antagonist | Q96RJ0 | inhibition, % at 3 µM | hit rate 1.5% among 360,000;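 active = inhibition above a per-plate cutoff, the mean inhibition of test compounds on that plate plus 3 SD, cut at about 49% in these data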;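 also: 0% = DMSO plus EC80 beta-PEA response and 100% = DMSO alone without agonist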
#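 Test system – hTAAR1-expressing CHO RD-HGA16 cells, Gα16-coupled · Also added – β-PEA at EC80 concentration, post-compound challenge · Compound – 3 µM, single point · Incubation – dye loading 75 min at 37 °C, then 30 min room temperature · Measured by – Fluo-8 intracellular calcium dye fluorescence, real-time kinetic reads · Benchmarks – vehicle and agonist controls · Replicates – singlicate, one well per test compound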
# M1 ag: human M1 muscarinic receptor agonism; P11229; CHO-K1 hM1, Fluo-8 calcium fluorescence, agonist mode; 0% DMSO, 100% acetylcholine EC100; activation, % at 3 µM; hit rate 0.33% among 360,000; AID 588814;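 active = activation above the run's mean compound activation plus 3 SD, cut at about 16% in these data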;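 also: peak over basal fluorescence ratio within a 140 s kinetic read after compound addition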
# * marks the source's active call; other numbers are inactive results; x = no result given.
SMILES,CHO-K1 Ca ag,CHO parental Ca,TAAR1 ag,OXTR potentiator,CHO-K1 Ca antag,CHRM1 antagonist,CHO-K1 Ca PAM,TAAR1 antagonist,M1 ag
CCCCOc1ccc(C(=O)Nc2cccc(C)n2)cc1,2.4,-13,5,0,-1,12,-4,2,8
CCc1cc(=O)oc2cc(C)cc(OC(C)C(=O)NC3CC(C)(C)NC(C)(C)C3)c12 (stereo not drawn),-0.1,-7,1,10,-2,-12,-9,-16,-3
CCOc1ccc(NC(=O)COC(=O)c2c[nH]c3ccccc23)cc1,0.6,x,3,x,3,1,-10,-16,-3
CCc1cccc(NC(=O)C(NC(=O)C2CCCCC2)C(C)C)c1 (stereo not drawn),-0.1,-5,1,-4,1,-1,-10,-17,-2
COc1ccc(/C=N/NC(=O)c2ccc(CSc3nc(C)cc(C)n3)cc2)cc1O,0.8,-17,4,4,6,5,-3,-1,3
CN(c1ccccc1)S(=O)(=O)c1ccc(NC(=O)c2ccco2)cc1,11,9,9,-4,3,-1,11,5,-7
CCc1nc2c(OCc3cc(Cl)cc(Cl)c3)cccn2c1N(C)C(=O)c1ccc(OC)cc1,-0.5,x,6,x,17,-12,2,-33,-7
O=C(O)C1=C[C@@H](c2ccc3c(c2)OCO3)C[C@@H](OCc2ccc(CO)cc2)O1,-0.1,-4,8,-6,-2,21,-14,-1,-5
O=C(NNC(=O)c1ccc(Cl)c(S(=O)(=O)Nc2ccc(Cl)cc2)c1)c1ccc(=O)[nH]c1,0.1,1,0,-7,2,-3,-5,-4,0
CN(C)C(=O)N1CCCC(C(=O)NCCc2ccccc2)C1 (stereo not drawn),0.1,0,8,1,-2,-5,15,18,-5
COc1ccccc1-n1c(-c2ccccc2)n[nH]c1=S,0.7,-6,0,-11,0,-1,14,-22,-5
Cc1ccc(S(=O)(=O)Nc2c(C(=O)O)[nH]c3ccccc23)c(C)c1,0.3,-14,0,-7,-10,-2,9,-13,0
CCCOc1ccc(N2C(=O)CC(N(CCc3ccc(OC)c(OC)c3)C(=O)c3ccccc3)C2=O)cc1 (stereo not drawn),-1.0,-30,-2,-1,-2,-8,-15,-9,-5
COc1cc(Cl)cc(/C=N/NC(N)=O)c1O,0.2,3,8,0,12,3,-14,13,-5
O=C(NC1CC1)c1cccc(NC(=O)C2CCCCC2)c1,0.6,x,1,x,-2,-3,-4,-12,-1
CC1(C)OC(=O)C2=C(C[C@@H](C3CCCCC3)O[C@@H]2c2ccc(F)cc2)O1,0.1,x,2,x,-27,x,15,-9,x
O=C(CNC(=O)c1ccc(Br)cc1)NC1=NCCS1,0.2,-4,0,2,-11,-4,-12,-14,-4
CCOc1ccc(/C=N/NC(=O)c2ccc(O)cc2)cc1CN1CC2CC(C1)c1cccc(=O)n1C2 (stereo not drawn),-0.1,-24,1,2,-17,-3,16,8,-3
Clc1ccc(CSc2nc3ccncc3[nH]2)cc1,3.2,-1,2,-8,1,-7,12,3,11
CCOC(=O)c1nn(-c2ccccc2)c(C#N)c1NC(=O)c1nn(CC)cc1Br,0.5,-14,7,0,4,-35,-2,30,-2
O=C(Nc1ccncc1)c1ccccc1F,0.0,-16,10,-16,-6,-19,1,-16,-2
COc1ccc(Cl)cc1NC(=O)CN(C)C(=O)c1cc2c(s1)CCCC2,2.0,x,0,x,0,-13,-8,-3,1
O=C1CCc2cc(S(=O)(=O)NC(Cc3ccccc3)C(=O)N3CCN(c4ccccn4)CC3)ccc2N1 (stereo not drawn),0.1,-9,2,-3,-1,-6,-15,-6,-4
O=C(NCCc1c[nH]c2ccccc12)/C(=C/c1cccnc1)NC(=O)c1ccccc1,2.1,-28,4,-6,7,1,-5,9,-5
COC(=O)c1c(N)[nH]c(C(=O)c2ccccc2)c1-c1ccccc1Br,1.6,x,13,x,7,x,-7,24,x
Cc1cccc(N(Cc2cc3ccc(C)cc3[nH]c2=O)C(=O)c2ccco2)c1,1.2,-25,1,0,-9,-22,14,-39,-2
COC(=O)c1oc2ccc(Br)cc2c1NC(C)=O,1.7,-15,1,0,2,-5,10,-1,-4
CN(C)CCCN(C(=O)/C=C/c1cccs1)c1nc2c(F)cccc2s1,3.0,x,8,x,-16,-16,21,-3,-1
O=C(Cn1cnc2c(nnn2-c2cccc(Cl)c2)c1=O)NCc1ccccc1,0.6,-11,1,0,-9,-5,17,-14,-5
COc1cc(CNC(=O)c2ccc(Cn3nc(C)c(Cl)c3C)o2)cc(OC)c1,5.5,-22,12,-7,-20,1,11,-8,-4
COc1ccc(NC(=S)N2CCc3ccccc3C2)cc1,0.3,-7,84*,-1,-10,-1,17,53*,-11
CN1CCN(Cc2ccc(Sc3ccc(Cl)cc3)c([N+](=O)[O-])c2)CC1,1.3,-17,7,-24,-12,6,12,9,-7
CSCCCNC(=O)c1ccccc1OC1CCN(S(C)(=O)=O)CC1,0.4,-1,5,0,-12,-10,10,-18,-3
COCCN(C(=O)C1=COCCO1)c1c(N)n(Cc2ccccc2)c(=O)[nH]c1=O,4.2,-5,1,-3,6,-6,3,-31,5
CCN(C1CCCCC1)S(=O)(=O)c1ccc(S(=O)(=O)NCc2ccncc2)cc1,18*,6,18,-8,-15,35*,-6,1,-1
CC(=O)N1CCc2cc(S(=O)(=O)NCCC(=O)NC3CCN(Cc4ccccc4)CC3)ccc21,0.0,-3,0,-2,-5,21,2,1,-4
c1ccn2c(SCc3ccc4c(c3)OCO4)nnc2c1,-0.1,-25,2,-14,2,7,3,13,-4
Cc1nn(-c2ccccc2)c2c1C1(C(=O)N(C(C)C)c3ccccc31)C(C#N)=C(N)O2 (stereo not drawn),1.2,-10,21,-20,16,-10,-3,-6,-1
CCOc1ccc(-c2csc(NC(=O)CSC3=NC(=O)CN3C(C)=O)n2)c2ccccc12,-0.3,4,-1,-8,0,3,-1,1,0
COc1ccc(S(=O)(=O)N(CC(=O)NCc2ccco2)c2ccccc2)cc1,1.8,-14,7,-7,-7,-13,5,-8,-4

# By substructure, the entries above containing a COOH group (2)
SMILES,CHO-K1 Ca ag,CHO parental Ca,TAAR1 ag,OXTR potentiator,CHO-K1 Ca antag,CHRM1 antagonist,CHO-K1 Ca PAM,TAAR1 antagonist,M1 ag
O=C(O)C1=C[C@@H](c2ccc3c(c2)OCO3)C[C@@H](OCc2ccc(CO)cc2)O1,-0.1,-4,8,-6,-2,21,-14,-1,-5
Cc1ccc(S(=O)(=O)Nc2c(C(=O)O)[nH]c3ccccc23)c(C)c1,0.3,-14,0,-7,-10,-2,9,-13,0

# (list continues)
SMILES,CHO-K1 Ca ag,CHO parental Ca,TAAR1 ag,OXTR potentiator,CHO-K1 Ca antag,CHRM1 antagonist,CHO-K1 Ca PAM,TAAR1 antagonist,M1 ag
Cc1ccc(-n2nnnc2SCC(=O)c2c(N)n(C3CC3)c(=O)[nH]c2=O)cc1C,0.0,-13,0,-2,-2,5,-11,2,-2
O=C(NCc1ccccc1Cl)C1CCN(C(=O)c2sccc2-n2cccc2)CC1,3.5,-6,5,-8,0,-2,15,1,-2
O=C(NCc1ccc2c(c1)OCO2)c1ccc(S(=O)(=O)NCC2CCCO2)cc1 (stereo not drawn),2.7,-1,8,-15,2,-10,7,8,-1
CCOC(=O)C1=CC[C@@H](c2ccco2)N(S(=O)(=O)c2ccc(C)cc2)[C@H]1C(=O)OCC,1.4,-27,2,-5,-20,-13,17,-8,-6
COc1cc2c(cc1OC)C(C(=O)N1CCN(c3ccccn3)CC1)C(c1cccs1)N(C)C2=O (stereo not drawn),0.5,-16,-1,0,19,7,3,8,-4
O=C(Nc1cccc(O)c1)c1cc(-c2cccs2)on1,7.3,2,2,-9,-14,-1,-4,19,1
O=C(COC(=O)COc1cccc(C(F)(F)F)c1)NC1CCCC1,1.1,-18,1,-8,-2,-9,-10,9,1
CCc1ccccc1Nc1nc(N)nc(COC(=O)CCS(=O)(=O)c2ccccc2)n1,1.1,-31,2,7,1,0,0,-4,-2
Cc1ccc2c(O)c(Cc3ccccc3)c(=O)[nH]c2n1,0.8,x,7,x,-4,-8,13,-13,-2
Cc1cccc(C)c1NC(=O)CN1CCN(C(=O)CNC(=O)c2ccc(N3CCCC3=O)cc2)CC1,1.9,-4,1,-6,-5,-8,31,-20,0
CNc1nc(Cl)c(SC)c(N2CCOCC2)n1,0.6,-5,-2,2,-5,-4,19,9,-6
O=C1NC[C@H](CCCCN2C[C@H](Cc3ccc(O)cc3)N(CCc3ccc(O)cc3)C(=O)C2=O)N(Cc2ccccc2)C1=O,0.8,x,43*,x,-1,x,-11,-13,x
Nc1nc(Cn2nnc(-c3ccccc3Cl)n2)nc(N2CCOCC2)n1,0.4,-20,11,-8,-10,-10,13,13,-3
COc1ccc(C(=O)Nc2ccc3nc(C)c(C)nc3c2)cc1,0.8,-9,3,-8,0,11,-8,-5,-3
Cc1cccc(S(=O)(=O)Nc2ccc(-c3cn4ccccc4n3)cc2)c1,1.9,-13,5,-9,4,11,-1,10,-6
N#CCSC1=Nc2ccccc2C2=NC(CCC(=O)N3CCN(c4ccccc4)CC3)C(=O)N12 (stereo not drawn),0.7,-12,2,-1,-2,-10,16,9,-4
C=C(C)COc1ccc2c(CC)cc(=O)oc2c1C,0.3,-10,0,-2,-9,-3,26,-31,-12
CC(C(N)=O)N1C(=O)c2cccc3cccc1c23 (stereo not drawn),1.1,-4,15,-4,0,12,3,1,-3
Cc1cc(C)n2nc(SCC(=O)Nc3c(C)nn(-c4ccccc4)c3C)nc2n1,0.4,10,1,-9,14,3,-4,4,1
COc1ccc2c(c1)CCc1sc(NC(=O)c3ccc(C)cc3)nc1-2,0.7,-24,-3,-2,-18,-7,27,-18,-3
CC(C)(C)NC(=O)C(c1ccncc1)N(C(=O)CNC(=O)c1ccco1)c1ccc(F)cc1 (stereo not drawn),0.8,22,4,-8,-12,-1,0,-17,-1
O=C(O)c1ccc(/C=C2\SC(=S)N(NC(=O)c3ccccc3)C2=O)cc1,0.9,-15,0,-1,2,-1,21,-19,-2
c1ccc(-c2nc(-c3cccs3)[nH]c2-c2ccccc2)cc1,3.7,-20,4,0,-4,-2,19,2,-2
CCCCc1nc2c(=O)[nH]c3ccccc3c2o1,0.4,-16,3,-1,-2,-15,9,4,-4
Cc1ccc(OCCn2cnc3c(N)ncnc32)cc1,0.3,-15,1,6,-21,-7,1,5,-2
CCc1cc(C(=O)Nc2ccccc2)cs1,0.4,-25,-2,-7,-17,-18,18,0,-8
